From PubChem
PfHsp90 yeast 2: growth inhibition of PfHsp90-expressing yeast, primary screen, antimalarial PfHsp90 inhibitor project, S. cerevisiae, BacTiter-Glo luminescence, single point, set 2; AID 504621, 2011; BacTiter-Glo ATP, 48 h; yeast lacking PDR1 and PDR3 efflux regulators; hit rate 0.32% among 310,000; inhibition, % at 9.4 µM;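 active = every replicate shows inhibition above about 80%, whatever the replicate mean, limit read from the data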;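 also: 0% = DMSO neutral controls and 100% = 20 µM radicicol positive controls; yeast relying on Plasmodium falciparum Hsp90 in place of its own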
MOR-DOR inv ag: inverse agonists of MOR-DOR heterodimerization, primary screen, cell-based, luminescence | Mu-type opioid receptor (Homo sapiens) + Delta-type opioid receptor (Homo sapiens), … | cell-based MOR-DOR heterodimer luminescence, inverse agonism | inhibition, % at 9.3 µM | hit rate 0.21% among 340,000; in the data active = inhibition above about 22%, passing the limit was not always enough;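 also: 0% = cells with DMSO and 100% = wells without cells with DMSO; values of inactives mirror those of a sister screen read the other way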
Target sequence (P35372 whole entry, looked up): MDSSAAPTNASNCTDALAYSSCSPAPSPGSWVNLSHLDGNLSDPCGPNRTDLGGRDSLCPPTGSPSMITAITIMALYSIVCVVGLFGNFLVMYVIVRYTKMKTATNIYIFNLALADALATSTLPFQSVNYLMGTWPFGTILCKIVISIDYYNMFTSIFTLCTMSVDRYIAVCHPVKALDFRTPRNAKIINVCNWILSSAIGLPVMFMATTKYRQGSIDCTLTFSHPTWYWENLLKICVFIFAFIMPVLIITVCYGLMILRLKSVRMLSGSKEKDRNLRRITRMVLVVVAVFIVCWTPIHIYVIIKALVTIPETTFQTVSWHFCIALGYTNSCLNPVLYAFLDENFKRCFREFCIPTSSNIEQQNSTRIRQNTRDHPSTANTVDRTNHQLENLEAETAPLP
Target sequence (P41143 whole entry, looked up): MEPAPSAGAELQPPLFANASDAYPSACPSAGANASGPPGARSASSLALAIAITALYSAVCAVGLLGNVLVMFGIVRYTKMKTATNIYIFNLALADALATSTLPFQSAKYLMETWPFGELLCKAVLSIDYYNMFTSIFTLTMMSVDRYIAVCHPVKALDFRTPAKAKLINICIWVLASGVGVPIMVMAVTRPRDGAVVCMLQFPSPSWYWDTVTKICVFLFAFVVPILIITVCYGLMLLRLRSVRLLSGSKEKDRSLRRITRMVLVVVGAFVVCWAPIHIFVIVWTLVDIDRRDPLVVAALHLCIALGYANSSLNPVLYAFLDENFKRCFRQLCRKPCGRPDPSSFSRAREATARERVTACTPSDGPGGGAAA
HTR5A inv ag: HTR5A inverse agonists in luminescence cell assay, primary screen, counter-screen for OPRM1-OPRD1 heterodimer inverse agonist project, full-deck HTS; AID 504634, 2011; inhibition, % at 9.3 µM; 5-hydroxytryptamine receptor 5A (Homo sapiens), P47898; HTR5A cell line, inverse agonism; hit rate 0.083% among 340,000; in the data active = inhibition mostly above about 23%, no sharp cut-off; inactive = mostly below about 18%;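 also: 0% = cells with DMSO and 100% = no-cell wells with DMSO; some compounds called inactive have numbers as strong as hits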
phage Ecoli inh: growth loss of phage-infected E. coli, primary screen, RecBCD inhibitor project, absorbance, with phage, HTS; hit rate 0.26% among 360,000; inhibition, % at 11.9 µM; AID 651602, 2012; in the data active = inhibition above about 11%
AddAB inh: growth inhibition of E. coli expressing H. pylori AddAB, primary screen, AddAB inhibitor project, absorbance. hit rate 0.29% among 330,000. inhibition, % at 11.9 µM; in the data active = inhibition above about 12%;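 also: 0% = vehicle wells of infected cells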
DSG3 Ab inh: inhibitors of pemphigus antibody binding to DSG3, primary screen, biochemical, bead-based, flow cytometry, scFv-GFP | Desmoglein-3 (Homo sapiens), P32926 | DSG3-coupled beads, scFv-anti-DSG3-GFP binding; hits give low values | binding (percent of control), % at 10 µM | hit rate 0.48% among 310,000 | AID 588358, 2011;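 active = binding more than 3 SD below its plate's average and above zero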;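 also: hits lower antibody fragment binding to DSG3; some compounds called inactive have numbers as strong as hits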
HTR5A ag: HTR5A agonists in luminescence cell assay, primary screen, counter-screen for OPRM1-OPRD1 heterodimer agonist project, full-deck HTS. 5-hydroxytryptamine receptor 5A (Homo sapiens), P47898. cell-based. activation, % at 9.3 µM. hit rate 0.61% among 340,000; in the data active = activation mostly above about 9.5%, no sharp cut-off; inactive = mostly below about 7.6%;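 also: 0% = cells with vehicle only and 100% = reference agonist; strong numbers were not always called active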
PKA-R1A activ: activators of PKA-R1A holoenzyme, primary screen, biochemical, fluorescence polarization, Cy5-IP20, bovine R1A, mouse PKAc | hit rate 0.083% among 340,000 | activation, % at 11.4 µM | PKA-R1A dissociation; scaled: DMSO 0%, 113 µM cGMP 100%;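 active = percent activation above the mean of all tested compounds plus 3 SD, cut at about 19% in these data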;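 also: higher means more PKAc released from R1A so a rise in polarization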
Mot1-301 SUMO: yeast Mot1-301 growth rescue at high temperature, primary screen, SUMOylation pathway inhibitor project, S. cerevisiae, ATP luminescence, 38.5C. S. cerevisiae Mot1-301 growth rescue; percent above DMSO median, 100 means doubled. growth rescue, % at 18.8 µM. hit rate 1% among 320,000;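 active = every valid replicate shows activation above 250% relative to neutral control wells; inactive = the rest, any valid replicate at or below 250%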;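 also: OY570 slx delta 5 strain wells were the positive control but not used for scaling; some compounds called inactive have numbers as strong as hits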
Ecoli viability: E. coli V3065 growth inhibition, primary screen, counter-screen for AddAB inhibitor project, absorbance, OD600; 18 h; hit rate 0.27% among 330,000; inhibition, % at 11.9 µM; AID 449728, 2010;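 active = inhibition above the campaign's mean inhibition across all tested compounds plus 3 SD, cut at about 9.9% in these data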;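 also: uninfected addAB+ strain grown without phage in ampicillin broth; 0% = DMSO wells and 100% = ciprofloxacin 0.95 µg/ml wells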
OPRM1-OPRD1 ag: agonists of OPRM1-OPRD1 heterodimerization, primary screen, cell-based, luminescence | hit rate 0.3% among 340,000 | activation, % at 9.3 µM | cells; in the data active = activation above about 18%;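 also: 0% = vehicle-treated cells and 100% = reference agonist; values of inactives mirror those of a sister screen read the other way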
Numbers without * were called inactive; · = not tested or not shown.

Fields – PfHsp90 yeast 2	MOR-DOR inv ag	HTR5A inv ag	phage Ecoli inh	AddAB inh	DSG3 Ab inh	HTR5A ag	PKA-R1A activ	Mot1-301 SUMO	Ecoli viability	OPRM1-OPRD1 ag
> CC(=C/c1ccco1)/C=N/NC(=O)CSc1nnc(SCc2ccc(C)cc2)s1
 : 1	-13	-8	3.3	1.9	106	5	-10	-10	-0.1	2.6
> O=C(NCCCO)C12CC3CC(CC(C3)C1)C2
 : 6	-3	11	3.0	0.3	120	-3	2	2	-1.7	0.5
> CCCOc1ccc(-c2c(C(=O)N/N=C(\C)c3cccs3)nnn2-c2nonc2N)cc1
 : 2	-42	4	4.1	4.8	93	5	-1	-48	-1.1	8.1
> O=C(O)c1ccc(-n2c(/C=C/c3ccccc3)nc3ccccc3c2=O)cc1
 : -45	11	5	0.4	-2.1	·	-1	-1	1	-4.7	-2.5
> COc1ccc(C(=O)N/C(=C\c2ccccc2)C(=O)NCc2cccnc2)cc1
 : -7	6	-11	1.2	3.6	104	2	5	7	1.1	-1.1
> COc1ccccc1NC(=O)c1ccc(CSc2ccccc2)o1
 : -9	-9	7	0.4	-0.6	106	2	-20	-9	0.1	1.6
> COC(=O)c1[nH]c2ccccc2c1NS(=O)(=O)c1ccc(OC)cc1OC
 : ·	2	5	1.7	1.8	106	-1	1	7	-0.6	-0.5
> CCN(CC)C(=O)c1ccc(/C=C/c2c[nH]c3ccccc23)[n+](C)c1
 : -23	16	-6	0.9	2.1	305	-3	6	10	0.2	-3.2
> CC(C(=O)Nc1ccccc1C(F)(F)F)N1CCN(C)CC1 (stereo unspecified)
 : -16	7	10	-3.7	1.0	110	-3	2	-5	0.7	-1.5
> Cc1cc(NCc2ccco2)nc2cc(O)ccc12
 : 12	5	0	-0.5	-2.7	101	0	-8	156	-3.8	-0.9
> Cc1ccc(N(C(=O)c2csnn2)C(C(=O)NC2CCCCC2)c2ccccn2)cc1 (stereo unspecified)
 : 17	23	4	1.7	-0.1	98	-3	0	-5	-1.8	-3.7
> COc1ccccc1[C@]1(C)ON(c2ccccc2C(F)(F)F)C1=O
 : -23	-36	-35	2.8	3.5	102	7	-2	296*	0.4	6.7
> O=C(Cc1ccc(S(=O)(=O)N2CCOCC2)s1)OCc1ccc(Cl)cc1
 : -5	-2	14	2.7	2.1	110	-6	-7	9	-0.3	0.5
> CCn1ncc(Br)c1C(=O)Nc1ccccc1C(=O)OC
 : -4	-10	-12	4.2	0.0	94	-3	-15	5	-0.8	1.9
> CCOC(=O)C(=O)Nc1ncc(Cl)s1
 : 16	0	-23	0.6	1.6	114	1	-4	-16	4.0	0.0
> CCN(CC(=O)N1CCCCCC1)S(=O)(=O)c1ccc(C)cc1
 : -8	8	8	1.9	0.2	110	4	1	-8	-0.7	-1.4
> CCCCCCCN(C(=O)CCl)c1ccccc1C
 : -7	-17	-58	-1.1	2.4	112	5	4	-5	-2.9	3.2
> Cc1ccnc(NCn2nnc3ccccc32)c1
 : 2	-13	-32	0.0	1.8	80	12	0	5	-0.1	2.1
> CCN1CCN(CC(=O)Nc2ccc(N(C)C)cc2)CC1
 : -11	21	-25	0.9	3.9	116	9	6	7	1.9	-4.0
> O=C(N/N=C/c1ccc([N+](=O)[O-])o1)C(=O)Nc1ccc(C(=O)O)cc1
 : -23	-24	-17	0.0	2.1	97	6	-5	-5	-0.4	4.3
> COc1ccc(CCNCc2csc3nc4ccccc4n23)cc1OC
 : 3	20	14	-1.5	1.9	107	-5	-3	1	0.5	-3.4
> COC(=O)c1ccc(NC(=O)CSc2nc(=O)cc(N)n2-c2ccccc2)cc1
 : ·	-2	15	1.7	0.2	89	-5	-3	-7	-0.8	0.3
> Cc1c(NC(=O)c2ccc(N(Cc3ccccc3)S(C)(=O)=O)cc2)c(=O)n(-c2ccccc2)n1C
 : 4	7	-12	3.9	-0.8	95	0	6	2	-1.4	-1.4
> CN(C)CCC(O)(c1ccccc1)c1ccccc1Cl (stereo unspecified)
 : -1	1	-10	4.7	·	90	3	-3	·	·	-0.1
> COc1cccc(C2=CC(=O)CC(c3ccco3)C2)c1 (stereo unspecified)
 : -6	1	-23	1.3	-2.2	101	8	-10	-18	-0.1	-0.2
> O=C(NCc1ccc2c(c1)OCO2)c1ccc(C2SCC(=O)N2Cc2ccco2)cc1 (stereo unspecified)
 : -33	-3	10	-0.3	1.7	·	6	0	-3	-1.0	0.6
> OCCNCc1cccc(-c2ccccc2)c1O
 : 8	-9	5	2.5	·	112	-1	-8	·	·	1.8
> COc1ccc(C)cc1S(=O)(=O)N1CCN(C(=O)c2ncoc2-c2ccccc2F)CC1
 : 35	1	-22	-1.8	3.9	99	7	2	109	-2.3	-0.2
> COc1ccccc1CNC(=O)COC(=O)CCN=C1NS(=O)(=O)c2ccccc21
 : 10	0	-3	0.5	-0.5	95	-3	0	-12	-0.6	0.0
> Cn1c(=O)c2[nH]c(NN=Cc3ccc(F)cc3)nc2n(C)c1=O
 : -3	4	9	-0.4	·	94	-2	-10	·	·	-0.7
> CCOC(=O)c1cnc2ccc(OC)cc2c1NCCc1ccc(OC)c(OC)c1
 : -9	8	3	3.9	-0.3	98	-1	-4	5	-1.4	-1.3
> CC(C)C(=O)NCc1cc(-c2ccc(Cl)cc2)no1
 : -18	13	-5	3.9	3.5	99	5	0	-6	-0.6	-2.4
> COc1cc2c(c(OC)c1OC)C(=O)C(=Cc1ccccc1)O2
 : -1	10	1	1.5	·	125	0	-5	·	·	-1.9
> C/C(=N\Nc1nccnc1Cl)c1ccc(Cl)c(Cl)c1
 : -5	2	-26	0.9	2.5	113	7	2	12	-0.9	-0.5
> COc1cc(/C=C(/C#N)c2ccccc2)ccc1Oc1ccc([N+](=O)[O-])cn1
 : ·	-16	-26	2.5	2.1	103	4	-3	-8	-0.4	3.1
> NC(=O)c1nsc(C(=O)N(c2cccc(F)c2)C(C(=O)NCC2CCCO2)c2c[nH]c3ccccc23)c1N (stereo unspecified)
 : 11	-3	-19	-0.3	0.8	98	0	-5	0	-1.3	0.4
> C/C(=N\NC(=O)COc1ccc(C)cc1[N+](=O)[O-])c1cccs1
 : 12	4	4	1.6	-2.4	99	-1	-12	-14	-0.6	-0.7
> CC(C)Oc1ccc(CC2CCC(=O)N(C)C2=O)cc1 (stereo unspecified)
 : 1	14	15	0.4	1.4	98	-6	-7	-26	-1.7	-2.6
> Cc1ccc(C(=O)NCc2ccccn2)c(Cl)c1
 : -16	1	3	3.9	-0.1	75	-1	-13	-4	3.0	-0.2
> CC(=O)Nc1nc(=S)ss1
 : 14	5	-23	3.3	-0.4	95	-6	-12	-33	3.1	-0.9
> S=C(NCCc1ccccn1)Nc1ccccc1Cl
 : 12	-18	4	2.2	2.5	86	-2	7	5	-0.2	2.8
> O=C(COc1ccc(Br)cc1)Nc1ccncc1
 : 1	-7	0	-1.4	4.8	106	0	0	14	-0.3	1.2
> COC(=O)c1ccccc1NC(=O)CSc1nnc(-c2ccncc2)o1
 : 3	8	0	1.8	-2.2	110	-1	-2	14	-0.2	-1.4
> Fc1ccccc1COc1ccc(Br)cc1CNCc1ccncc1
 : -66	-6	-14	0.5	0.8	102	-4	4	26	0.2	0.9
> C=CCOC(=O)C1=C[C@@H](c2cn(C(C)=O)c3ccccc23)C[C@@H](OCCCCO)O1
 : 5	-17	-15	-0.6	2.6	107	6	13	-6	1.2	2.9
> O=C(c1ccc(NC2=NC3CS(=O)(=O)CC3S2)cc1)N1CCN(c2ccc(F)cc2)CC1 (stereo unspecified)
 : 14	10	-13	3.5	-1.1	112	-2	-10	-5	-2.2	-1.9
> N#CCCn1cc(C(N)=O)c(-c2cccs2)n1
 : ·	4	-5	1.0	0.3	107	-2	-15	24	1.7	-0.8
> CCN(CC(=O)Nc1ccc2c(c1)OCCO2)C(=O)c1cc(S(=O)(=O)N2CCOCC2)ccc1F
 : ·	6	10	2.6	·	89	2	-6	·	·	-1.0
> O=C1C2CC(O)CN2C(=S)N1Cc1ccccc1 (stereo unspecified)
 : ·	·	·	2.5	1.3	108	·	·	0	1.9	·
> Cc1ccc(NS(=O)(=O)c2cccc(C(=O)N/N=C/c3ccc4c(c3)OCCO4)c2)c(C)c1
 : 16	0	-4	1.8	4.3	97	1	4	-7	-0.4	0.0
> C/C(=N/Nc1ccccc1[N+](=O)[O-])c1ccc([N+](=O)[O-])cc1
 : -2	7	2	-0.9	-1.6	92	0	-7	3	-2.4	-1.2
> COc1ccc(-c2nn(-c3ccccc3)cc2/C=N/N=C(N)N)cc1OC
 : 6	-4	-29	5.1	-0.4	108	11	0	52	0.3	0.6
> COc1ccc(N(C(=O)c2snc(C(N)=O)c2N)C(C(=O)NCc2ccccc2)c2ccc(O)cc2)cc1OC (stereo unspecified)
 : -4	4	6	0.1	·	·	-2	6	·	·	-0.6
> O=C(CN1C(=O)COc2ccccc21)N1CCc2ccccc21
 : -11	-5	12	0.1	3.3	·	0	-7	5	-2.0	0.8
> CCOc1cc(CNCCc2ccc(S(N)(=O)=O)cc2)ccc1OCC(=O)NC(C)(C)C
 : 5	1	-4	1.4	2.4	97	2	-7	4	0.6	-0.3
> Cc1cccc2c3c([nH]c12)CCNC3
 : 23	13	-16	2.6	5.8	108	3	-9	-28	-0.2	-2.6
> CCOC(=O)C(=CNc1ccc(Oc2cccnc2)nc1)C(=O)OCC
 : -9	9	22	0.5	2.8	·	5	-4	-9	0.5	-1.9
> Cc1cccc(Nc2ccccc2C(=O)O)c1C
 : -27	0	-1	2.4	0.2	108	-1	2	-14	-0.2	0.0
> COc1cc(/C=N/NS(=O)(=O)c2ccc3ccccc3c2)ccc1OCCN1CCOCC1
 : 3	6	-2	3.2	4.1	115	-4	-14	-33	-1.8	-1.2
> O=C(CSc1n[nH]c(-c2ccccc2)n1)NC1CCCCC1
 : 11	15	-8	1.6	-0.9	·	1	3	6	-0.3	-2.8

The list continues.
Fields – PfHsp90 yeast 2	MOR-DOR inv ag	HTR5A inv ag	phage Ecoli inh	AddAB inh	DSG3 Ab inh	HTR5A ag	PKA-R1A activ	Mot1-301 SUMO	Ecoli viability	OPRM1-OPRD1 ag
> Cc1ccc(C(Sc2ccccc2)C(Cn2cncn2)C(=O)c2ccccc2)cc1 (stereo unspecified)
 : 21	-67	4	2.5	-0.8	107	6	15	11	0.8	11
> Nc1c(C(=O)NCc2ccco2)sc2nc(N3CCOCC3)c3c(c12)CCCC3
 : -2	10	-15	2.5	-3.0	99	4	-5	28	-2.1	-1.9
> O=C(Nc1nnc(CCOCCOCCc2nnc(NC(=O)c3ccco3)s2)s1)c1ccco1
 : 4	4	-15	1.1	-0.2	100	1	0	7	-1.1	-0.6
> O=c1nc(N2CCCCCC2)nc(N2CCCCCC2)[nH]1
 : 6	-16	-9	2.8	2.6	·	3	-5	-8	-2.2	2.7
